Screening results: PubChem BioAssay, several laboratories
FXIIa inh 1536: factor XIIa (human) inhibition. P00748. purified FXIIa, Boc-QGR-AMC fluorogenic substrate, 2 h. inhibition, % at 5 µM. actives 0.3% (n = 220,000). AID 800; in the data active means inhibition above about 40%;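 further: 0% = enzyme with no compound and 100% = blank without enzyme; many of its hits are not listed in these tables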
hK5 inh: kallikrein 5 (human) inhibition; actives 0.59% (n = 210,000); recombinant hK5, fluorogenic AMC substrate cleavage; inhibition, % at 5 µM;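 active means inhibition of 40% or more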;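 further: 0% = enzyme controls without compound and 100% = no-enzyme blanks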
thrombin 1536: thrombin (human) inhibition; P00734; alpha-thrombin, Boc-VPR-AMC fluorogenic substrate cleavage; inhibition, % at 5 µM; actives 0.26% (n = 220,000); AID 1046;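 active means inhibition at or above 40%; inactive means inhibition below 40%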;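 further: 0% = enzyme with no compound and 100% = wells without enzyme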
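System: human alpha-thrombin protein; Compound dosing: one concentration per compound, 5 µM, with 0.2% DMSO; Timing: reaction at room temperature; Technique: AMC fluorescence, 355/460 nm; Controls: enzyme without compound as high, wells lacking enzyme as low.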
Cl transport mod: modulators of human KCC2 chloride dependent transport; Q9H2X9; KCC2 cells, thallium flux FluoZin-2 fluorescence; B-score of Tl+ flux slope (higher = more flux/activation; lower = inhibition) at 10 µM; actives 2.2% (n = 190,000);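 active means thallium flux slope and its plate-corrected score both differing from the plate sample mean at a set confidence after two filtering rounds, in either direction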;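 further: slope of fluorescence scaled to starting intensity during 10 to 20 s after thallium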
Target sequence (Q9H2X9 whole entry, looked up): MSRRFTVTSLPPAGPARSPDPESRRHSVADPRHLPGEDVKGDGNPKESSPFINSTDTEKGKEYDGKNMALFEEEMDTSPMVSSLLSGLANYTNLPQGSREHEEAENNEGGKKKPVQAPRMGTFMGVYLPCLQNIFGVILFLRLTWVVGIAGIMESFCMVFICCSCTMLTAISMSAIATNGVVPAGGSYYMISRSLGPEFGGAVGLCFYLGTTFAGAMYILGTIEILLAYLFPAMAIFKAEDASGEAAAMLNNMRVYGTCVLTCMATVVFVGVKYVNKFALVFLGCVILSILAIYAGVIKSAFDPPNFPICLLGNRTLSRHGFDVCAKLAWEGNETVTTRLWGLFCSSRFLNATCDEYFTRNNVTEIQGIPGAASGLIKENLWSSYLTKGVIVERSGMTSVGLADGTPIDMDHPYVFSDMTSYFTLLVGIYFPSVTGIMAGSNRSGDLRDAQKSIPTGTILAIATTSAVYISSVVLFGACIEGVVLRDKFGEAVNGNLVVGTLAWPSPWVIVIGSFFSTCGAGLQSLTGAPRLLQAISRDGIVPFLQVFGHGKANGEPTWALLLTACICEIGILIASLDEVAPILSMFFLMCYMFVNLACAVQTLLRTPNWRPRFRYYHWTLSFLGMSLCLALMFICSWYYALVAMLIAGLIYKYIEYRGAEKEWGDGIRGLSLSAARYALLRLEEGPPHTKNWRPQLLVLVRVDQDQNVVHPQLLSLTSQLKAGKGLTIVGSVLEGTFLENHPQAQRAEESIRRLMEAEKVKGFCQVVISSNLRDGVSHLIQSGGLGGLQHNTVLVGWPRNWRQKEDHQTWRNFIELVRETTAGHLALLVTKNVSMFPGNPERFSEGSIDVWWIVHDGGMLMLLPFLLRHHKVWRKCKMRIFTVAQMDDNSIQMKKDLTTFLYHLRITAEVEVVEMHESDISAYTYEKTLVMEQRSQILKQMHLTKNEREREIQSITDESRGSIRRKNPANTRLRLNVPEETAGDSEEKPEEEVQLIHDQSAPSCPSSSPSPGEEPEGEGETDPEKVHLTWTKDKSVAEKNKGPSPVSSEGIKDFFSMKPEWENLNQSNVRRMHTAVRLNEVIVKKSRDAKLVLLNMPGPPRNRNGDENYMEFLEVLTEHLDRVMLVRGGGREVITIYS
PERK inh: human PERK inhibition, primary cell-based screen | actives 0.17% (n = 220,000) | inhibition, % at 5.6 µM | AID 1416 | Q9NZJ5 | CHO PERK-DD fusion, SEAP luminescence translation reporter;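 active means inhibition above the mean inhibition of all tested compounds plus 3 SD, set separately per screening campaign, cut at about 2.9% in these data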;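 further: PERK kinase domain activated by AP20187 dimerizer at 100 nM; 0% = DMSO with dimerizer and 100% = rapamycin at 8.4 µM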
Rad51 HR inh: Rad51 (human) homologous recombination inhibition. hRad51 DNA strand exchange, fluorescence dequenching. inhibition, % at 10 µM. actives 0.085% (n = 200,000). AID 1385;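 active means inhibition above 40% at the single screening dose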;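 further: 0% = DMSO control wells and 100% = blanks with heterologous ssDNA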
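Read-out basis: percent inhibition relative to plate controls and blanks / Assay system: human Rad51 nucleoprotein filaments preassembled on unlabelled ssDNA / Timing: filaments 15 min 37 °C, then compound 30 min / Control set: per-plate controls and blanks / Technique: fluorescence dequenching at 485/520 nm / Compound: 10 µM final, single point / Also added: Fluorescein- and BHQ1-tagged 47-mer duplex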
Furin inhibitor: blocks human furin protease activity. P09958. purified furin, fluorogenic substrate cleavage. inhibition, % at 30 µM. actives 0.061% (n = 220,000). AID 463115; in the data active means inhibition above about 25%; further: inactives centre near -15
m-calpain inh: blocks pig calpain II enzyme activity; actives 0.37% (n = 220,000); inhibition, % at 16 µM; AID 1236; purified calpain II, fluorogenic peptide substrate, 30 min;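 active means inhibition above about 50%, limit read from the data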
FXIa inh 1536: inhibitors of human coagulation factor XIa; AID 798; purified FXIa, Boc-Glu-Ala-Arg-AMC fluorogenic substrate; actives 0.14% (n = 220,000); inhibition, % at 5 µM;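 active means inhibition of at least 40%; inactive means inhibition below 40%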;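 further: fluorescence of freed AMC excited at 355 nm; 0% = enzyme without compound and 100% = no enzyme blank; many of its hits are not listed in these tables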
Active calls of the source: *; [ ] = another dose, or the depositor's remark.

Results for C/C(=C\C(=O)c1ccc(Br)cc1)Nc1ccc(Cl)cc1 ?
FXIIa inh 1536: -3; hK5 inh: -12; thrombin 1536: -9; Cl transport mod: -0.084; PERK inh: -1.0; Furin inhibitor: -11; m-calpain inh: 26; FXIa inh 1536: -8

How did CC1(C)CC(=O)c2sc(NC(=O)CN3CCCCC3)nc2C1 do in these assays?
FXIIa inh 1536: 11; hK5 inh: 1; thrombin 1536: 4; PERK inh: 0.6; Rad51 HR inh: -3; Furin inhibitor: -18; m-calpain inh: -3; FXIa inh 1536: 6

Results for COc1ccccc1NC(=S)N1CCn2cccc2C1c1cccnc1 (stereo not drawn) ?
FXIIa inh 1536: 0; hK5 inh: -5; thrombin 1536: -3; Cl transport mod: 1; PERK inh: 0.2; Rad51 HR inh: 6; Furin inhibitor: -9; m-calpain inh: -17; FXIa inh 1536: -4

What do the screens show for `CCOC(=O)C(CC)/C(C)=N/NC(=O)c1ccc([N+](=O)[O-])cc1` (stereo not drawn)?
FXIIa inh 1536: 17; hK5 inh: -11; thrombin 1536: 0; Cl transport mod: 0.87; PERK inh: 0.6; Rad51 HR inh: 1; Furin inhibitor: -15[20 µM]; m-calpain inh: 23; FXIa inh 1536: 0

Results for Cc1nnsc1C(=O)N/N=C/c1ccc(OC(F)(F)F)cc1 ?
FXIIa inh 1536: 6; hK5 inh: -7; Cl transport mod: -1.3; PERK inh: 0.4; Rad51 HR inh: -2; Furin inhibitor: -20; m-calpain inh: 5; FXIa inh 1536: 4

What do the screens show for `O=C(O)CSc1ncnc2sc3c(c12)CCCC3`?
FXIIa inh 1536: 5; hK5 inh: -3; thrombin 1536: 2; Cl transport mod: 12*; PERK inh: 0.3; Rad51 HR inh: -3; Furin inhibitor: -19; m-calpain inh: -19; FXIa inh 1536: 0

What do the screens show for `Clc1ccc2nnnc(-c3ccccc3)c2c1`?
FXIIa inh 1536: 2; hK5 inh: -10; thrombin 1536: 0; Cl transport mod: 0.47; PERK inh: 0.5; Rad51 HR inh: 9; Furin inhibitor: -12; m-calpain inh: -8; FXIa inh 1536: 4

What do the screens show for `COc1ccc(OC)c(NC(=O)N2CCCC(CNS(=O)(=O)c3cccs3)C2)c1` (stereo not drawn)?
FXIIa inh 1536: 12; hK5 inh: 1; thrombin 1536: 2; Cl transport mod: -0.43; PERK inh: -1.2; Rad51 HR inh: -6; Furin inhibitor: -24; m-calpain inh: -18; FXIa inh 1536: -4

Results for CSc1ccc(OC2CCCCC2NS(=O)(=O)c2ccccc2)cc1 (stereo not drawn) ?
FXIIa inh 1536: 16; hK5 inh: -17; thrombin 1536: -3; Cl transport mod: -0.94; PERK inh: -0.3; Furin inhibitor: -14; m-calpain inh: 18; FXIa inh 1536: 4

What do the screens show for `COc1cccc2c(=O)c(SC(F)(F)C(F)C(F)(F)F)c(C)[nH]c12` (stereo not drawn)?
FXIIa inh 1536: 24; hK5 inh: 27; thrombin 1536: -5; PERK inh: -0.1; Rad51 HR inh: -7; Furin inhibitor: -22; m-calpain inh: -76; FXIa inh 1536: 16

Results for COc1ccc(S(=O)(=O)NCCC(=O)NCc2cccs2)cc1 ?
FXIIa inh 1536: -9; hK5 inh: 1; thrombin 1536: -3; Cl transport mod: 0.24; PERK inh: -0.5; Rad51 HR inh: -1; Furin inhibitor: -29; m-calpain inh: -9; FXIa inh 1536: -6

Results for COc1cccc2sc(N(CCCN(C)C)C(=O)c3sc4ccccc4c3Cl)nc12 ?
FXIIa inh 1536: 9; hK5 inh: -6; thrombin 1536: -5; Cl transport mod: -0.87; PERK inh: 0.2; Rad51 HR inh: 0; Furin inhibitor: -21; m-calpain inh: 2; FXIa inh 1536: 3

What do the screens show for `CSc1nc2ncnc(N)c2[nH]1`?
FXIIa inh 1536: 2; hK5 inh: -5; thrombin 1536: -9; Cl transport mod: 1.4; PERK inh: 0.6; Rad51 HR inh: 17; Furin inhibitor: -8; m-calpain inh: -15; FXIa inh 1536: -6

Results for Cc1cc(C(=O)NC(=S)Nc2ccccc2N2CCOCC2)ccc1[N+](=O)[O-] ?
FXIIa inh 1536: 4; hK5 inh: -8; thrombin 1536: -4; Cl transport mod: 5.4*; PERK inh: -0.6; Rad51 HR inh: -2; Furin inhibitor: -5; m-calpain inh: 25; FXIa inh 1536: -4

How did CCOC(=O)C(c1ccccc1)C(Nc1cc(C(F)(F)F)cc(C(F)(F)F)c1)c1ccccn1 (stereo not drawn) do in these assays?
FXIIa inh 1536: 7; hK5 inh: -1; thrombin 1536: -2; PERK inh: -0.1; Rad51 HR inh: 5; Furin inhibitor: -10; m-calpain inh: -14; FXIa inh 1536: 3

Results for COC(=O)C1=C(C)NC2=C(C(=O)CCC2)C1c1ccsc1 (stereo not drawn) ?
FXIIa inh 1536: 0; hK5 inh: -11; thrombin 1536: -6; Cl transport mod: -5.4; PERK inh: 0.7; Rad51 HR inh: 30; Furin inhibitor: -31; m-calpain inh: -70; FXIa inh 1536: -7

Results for O=C(CSc1ncn[nH]1)N1CCN(S(=O)(=O)c2ccccc2)CC1 ?
FXIIa inh 1536: -8; hK5 inh: -26; thrombin 1536: -12; Cl transport mod: 0.28; PERK inh: 0.0; Rad51 HR inh: 4; Furin inhibitor: -15[20 µM]; m-calpain inh: -32; FXIa inh 1536: -6

What do the screens show for `Cc1cc(C)nc(NC(=O)c2c(-c3c(Cl)cccc3Cl)noc2C)n1`?
FXIIa inh 1536: 10; hK5 inh: 2; thrombin 1536: 1; Cl transport mod: 0.79; PERK inh: -0.8; Rad51 HR inh: -10; Furin inhibitor: -12[20 µM]; m-calpain inh: -21; FXIa inh 1536: -2

How did Cc1ccccc1CSCC(=O)c1c(N)n(C)c(=O)n(C)c1=O do in these assays?
FXIIa inh 1536: -4; hK5 inh: -6; thrombin 1536: 1; Cl transport mod: -1; PERK inh: -0.9; Rad51 HR inh: -6; Furin inhibitor: -11[20 µM]; m-calpain inh: 0; FXIa inh 1536: 4

How did Cc1ccc2[nH]c3c(=O)n(CCCN4CCN(C)CC4)cnc3c2c1 do in these assays?
FXIIa inh 1536: 9; hK5 inh: 8; thrombin 1536: -4; Cl transport mod: 0.45; PERK inh: 0.2; Rad51 HR inh: 2; Furin inhibitor: -20; m-calpain inh: -25; FXIa inh 1536: 4

How did CC(=O)OCCCCON1C(=O)c2ccccc2C1=O do in these assays?
FXIIa inh 1536: 25; hK5 inh: 13; thrombin 1536: 3; Cl transport mod: -0.66; PERK inh: 0.0; Rad51 HR inh: -4; Furin inhibitor: -11; m-calpain inh: 8; FXIa inh 1536: 12

Results for Cn1cnc([N+](=O)[O-])c1Sc1ccc(C(C)(C)C)cc1 ?
FXIIa inh 1536: 8; hK5 inh: -2; thrombin 1536: 0; Cl transport mod: -0.0065; PERK inh: -1.0; Rad51 HR inh: 16; Furin inhibitor: -6; m-calpain inh: -4; FXIa inh 1536: 4

How did CCc1nnc(NC(=O)CN2CCN(c3cccc(OC)c3)CC2)s1 do in these assays?
FXIIa inh 1536: 8; hK5 inh: 1; thrombin 1536: -5; Cl transport mod: -0.067; PERK inh: -0.3; Rad51 HR inh: 8; Furin inhibitor: -21[20 µM]; m-calpain inh: 23; FXIa inh 1536: 3

What do the screens show for `CCOc1cc(/C=C/c2nc3cc(C)c(C)cc3s2)ccc1OCC(=O)N1CCOCC1`?
FXIIa inh 1536: 3; hK5 inh: -20; thrombin 1536: -3; Cl transport mod: -0.12; PERK inh: -1.1; Rad51 HR inh: -10; Furin inhibitor: -5; m-calpain inh: -110; FXIa inh 1536: -2

How did COc1ccc(NC(=O)NCCc2ccc(Cl)cc2)cc1OC do in these assays?
FXIIa inh 1536: 5; thrombin 1536: 1; Cl transport mod: 0.31; PERK inh: 1.2; Furin inhibitor: -22; m-calpain inh: -1; FXIa inh 1536: 1

How did COc1ccc(S(=O)(=O)N2CCN(C)CC2)cc1C do in these assays?
FXIIa inh 1536: -10; hK5 inh: -3; thrombin 1536: 4; Cl transport mod: 0.24; PERK inh: 0.8; Rad51 HR inh: 2; Furin inhibitor: -19; m-calpain inh: -41; FXIa inh 1536: 3

What do the screens show for `CCOC(=O)NC(=O)CSc1cc(C)c2cc(C)cc(C)c2n1`?
FXIIa inh 1536: 4; hK5 inh: -4; thrombin 1536: -21; Cl transport mod: -0.98; PERK inh: 0.8; Rad51 HR inh: 3; Furin inhibitor: -22; m-calpain inh: 15; FXIa inh 1536: -10

How did Cn1c(SCC(=O)n2c3c(c4ccccc42)CCCC3)nnc1-c1ccccc1 do in these assays?
FXIIa inh 1536: -3; hK5 inh: 12; thrombin 1536: -5; PERK inh: -0.2; Rad51 HR inh: 0; Furin inhibitor: -13[20 µM]; m-calpain inh: -45; FXIa inh 1536: 0

Results for COc1ccc(S(=O)(=O)NNC(=O)C2CC(c3cccnc3)=NO2)cc1 (stereo not drawn) ?
FXIIa inh 1536: 4; hK5 inh: -2; thrombin 1536: -8; Cl transport mod: 0.51; PERK inh: 0.1; Rad51 HR inh: 4; Furin inhibitor: -16; m-calpain inh: -22; FXIa inh 1536: -3

What do the screens show for `COc1cccc(/C=N/NC(=O)CSc2ccccc2C)c1OC`?
FXIIa inh 1536: 10; hK5 inh: -9; thrombin 1536: 1; Cl transport mod: -2.1; PERK inh: -0.3; Furin inhibitor: -15; m-calpain inh: 0; FXIa inh 1536: 1

What do the screens show for `CCC(=O)NCCn1c(C)cc2ccccc21`?
FXIIa inh 1536: 14; hK5 inh: -25; thrombin 1536: -5; Cl transport mod: 0.32; PERK inh: 1.9; Rad51 HR inh: 0; Furin inhibitor: -14; m-calpain inh: -29; FXIa inh 1536: 6

Results for CCC(=O)c1c(NC(C)C)cc(C)oc1=O ?
FXIIa inh 1536: -8; hK5 inh: -25; thrombin 1536: 1; Cl transport mod: -0.28; PERK inh: 0.9; Rad51 HR inh: 12; Furin inhibitor: -32; m-calpain inh: -10; FXIa inh 1536: -6

Results for O=C(Nc1nc2ccccc2s1)c1ccc2c(c1)OCO2 ?
FXIIa inh 1536: 11; hK5 inh: -11; thrombin 1536: -6; Cl transport mod: -0.16; PERK inh: 0.4; Rad51 HR inh: 0; Furin inhibitor: -9; m-calpain inh: -20; FXIa inh 1536: 4

Four successive records from above, quoted:
Results for C/C(=C\C(=O)c1ccc(Br)cc1)Nc1ccc(Cl)cc1 ?
FXIIa inh 1536: -3; hK5 inh: -12; thrombin 1536: -9; Cl transport mod: -0.084; PERK inh: -1.0; Furin inhibitor: -11; m-calpain inh: 26; FXIa inh 1536: -8

How did CC1(C)CC(=O)c2sc(NC(=O)CN3CCCCC3)nc2C1 do in these assays?
FXIIa inh 1536: 11; hK5 inh: 1; thrombin 1536: 4; PERK inh: 0.6; Rad51 HR inh: -3; Furin inhibitor: -18; m-calpain inh: -3; FXIa inh 1536: 6

Results for COc1ccccc1NC(=S)N1CCn2cccc2C1c1cccnc1 (stereo not drawn) ?
FXIIa inh 1536: 0; hK5 inh: -5; thrombin 1536: -3; Cl transport mod: 1; PERK inh: 0.2; Rad51 HR inh: 6; Furin inhibitor: -9; m-calpain inh: -17; FXIa inh 1536: -4

What do the screens show for `CCOC(=O)C(CC)/C(C)=N/NC(=O)c1ccc([N+](=O)[O-])cc1` (stereo not drawn)?
FXIIa inh 1536: 17; hK5 inh: -11; thrombin 1536: 0; Cl transport mod: 0.87; PERK inh: 0.6; Rad51 HR inh: 1; Furin inhibitor: -15[20 µM]; m-calpain inh: 23; FXIa inh 1536: 0

Only part of the results is shown; count on the stated rates, not on these rows.
